Screens from PubChem.
TIM10 inh: growth inhibitors of isogenic TIM10 control yeast, primary screen, counter-screen for tim10-1 yeast inhibitor project, luminescence, uHTS | 330,000 tested, 1.4% active | S. cerevisiae TIM10 strain growth, BacTiter-Glo luminescence, 24 h | inhibition, % at 10 µM;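 active means inhibition of 40% or more at the single tested concentration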;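 further: wild-type TIM10 isogenic control strain grown at permissive 25 °C; 0% = DMSO yeast wells and 100% = minimal medium wells without yeast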
APJ ag: agonists of human apelin receptor APJ, primary screen, CHO-K1 cells, PathHunter beta-arrestin, luminescence; P35414; 0% DMSO wells, 100% apelin; activation, % at 20 µM; 330,000 tested, 0.11% active;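 active means activation more than six SD over the plate average, tested at 20 µM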;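 further: 0% = DMSO alone and 100% = apelin-13 at 10 nM; some results filed as inactive read as strong as hits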
Target sequence (P35414 whole entry, looked up): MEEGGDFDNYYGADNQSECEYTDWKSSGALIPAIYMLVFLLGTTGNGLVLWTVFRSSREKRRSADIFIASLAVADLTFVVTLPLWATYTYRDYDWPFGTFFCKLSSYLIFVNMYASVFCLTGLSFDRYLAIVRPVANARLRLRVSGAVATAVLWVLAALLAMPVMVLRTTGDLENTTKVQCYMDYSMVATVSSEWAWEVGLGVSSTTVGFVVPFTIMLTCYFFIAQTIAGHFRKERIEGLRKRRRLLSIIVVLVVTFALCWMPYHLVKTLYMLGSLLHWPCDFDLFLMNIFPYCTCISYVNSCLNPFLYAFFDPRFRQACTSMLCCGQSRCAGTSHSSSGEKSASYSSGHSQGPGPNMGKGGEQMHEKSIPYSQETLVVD
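Assay system: engineered CHO-K1 APJ arrestin reporter cells; Amount: 1000 CHO-K1 reporter cells seeded per well; Dosing: one dose, 20 µM compound, 1% DMSO; Times: compound stimulation 90 min at 25 °C, detection 60 min; Measured by: luminescent beta-gal fragment complementation, chemiluminescent substrate; Read-out: APJ–arrestin association signal; Controls: DMSO vs Apelin-13 10 nM.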
GRIN3A LBD mod: binders of NR3A ligand-binding domain, primary screen, biophysical, differential scanning fluorimetry, uHTS | NR3A LBD differential scanning fluorimetry, Tm shift; 0% = protein alone, 100% = glycine-bound protein | Tm shift relative to glycine control, % at 25 µM | 340,000 tested, 2.5% active | AID 1259313, 2017;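 active means melting temperature shift of at least 10% of the positive control shift, at one fixed dose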
NLRP3 yeast inh: NALP3 inflammasome inhibitors in reconstituted yeast, primary screen, luminescence, uHTS. Yeast reconstituted NLRP3/ASC/caspase-1, beta-gal luminescence, 24 h. inhibition, % at 10 µM. 330,000 tested, 0.39% active. AID 2825, 2010;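 active means inhibition of 50% or more; inactive means inhibition below 50%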;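 further: plate controls were induced DMSO wells for no effect and uninduced yeast grown without galactose for full effect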
XBP1 UPR activ: activators of adaptive XBP1 UPR arm, primary screen, cell-based, CHO-XBP1 luciferase reporter, luminescence, uHTS; IRE1-XBP1 UPR activation; percent of tunicamycin response, DMSO as zero; activation, % at 20 µM; 330,000 tested, 0.33% active; AID 463104, 2010;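 active means versus positive control, 20 µM dose yields 30% or more activation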;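 further: 100% = tunicamycin at 10 µg/mL and 0% = DMSO only wells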
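Material: CHO-XBP1 cells stably carrying IRE1-XBP1-driven luciferase reporter | Medium: F12 with 10% serum | Compound dosing: 20 µM single concentration, DMSO 1% | Incubation: Overnight seeding at 37 °C, 6 h compound treatment at 37 °C | Detection: Steady-Glo luminescence read | Read-out basis: % activation of reporter signal versus tunicamycin and DMSO controls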
UPR CHOP act: activators of apoptotic CHOP UPR arm, primary screen, cell-based, CHO-CHOP luciferase reporter, luminescence, uHTS; AID 449763, 2010; 330,000 tested, 0.34% active; UPR activation; percent of tunicamycin response over DMSO baseline; activation, % at 10 µM;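 active means at 10 µM dose, activation of 40% or more, normalized to positive control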;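 further: 100% = tunicamycin at 10 µg/mL and 0% = DMSO alone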
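Test system: CHO CHOP reporter cells. Input: 500 CHO-CHOP cells per well. Medium: F12 with 10% FBS. Technique: luciferase luminescence. Measure: percent activation relative to tunicamycin control. Dosing: 10 µM compound, 0.5% DMSO. Timing: 16-18 h cell attachment, then 6 h compound exposure, 37 °C.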
tim10-1 inh: growth inhibitors of tim10-1 mutant yeast, primary screen, luminescence, uHTS; S. cerevisiae tim10-1 ts strain growth, BacTiter-Glo, 24 h; inhibition, % at 20 µM; 330,000 tested, 2.2% active; AID 463190, 2010;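 active means inhibition of at least 40%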;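 further: mutant grown at 25 °C; 0% = DMSO wells with yeast and 100% = wells holding no yeast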
Mdm2-MdmX inh: inhibitors of human Mdm2-MdmX association, primary screen, cell-based, luminescence, split luciferase, SaOS-2, uHTS. 330,000 tested, 3% active. Protein Mdm4 (Homo sapiens) + E3 ubiquitin-protein ligase Mdm2 (Homo sapiens), …. SaOS-2 split-luciferase Mdm2/MdmX complementation. AID 485346, 2010. inhibition, % at 8 µM;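 active means inhibition of at least 50% at 8 µM in the primary screen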
tim23-1 inh: growth inhibitors of tim23-1 mutant yeast, primary screen, luminescence, uHTS | AID 463212, 2010 | 330,000 tested, 1.3% active | inhibition, % at 20 µM | S. cerevisiae tim23-1 growth, BacTiter-Glo luminescence, 24 h;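 active means growth inhibition of the mutant yeast at or above 50%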;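 further: temperature-sensitive mutant grown at 25 °C; plate controls were DMSO-treated mutant yeast for no effect and medium wells lacking yeast for full effect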
* hit, by the source's call.

SMILES | TIM10 inh | APJ ag | GRIN3A LBD mod | NLRP3 yeast inh | XBP1 UPR activ | UPR CHOP act | tim10-1 inh | Mdm2-MdmX inh | tim23-1 inh
COC(=O)c1sc(NC(=O)c2cnccn2)c(C(=O)OC)c1C | -11 | -3 | -1 | 28 | 41* | 28 | 16 | 19 | 1
COc1ccc(S(=O)(=O)N2CCCCC2)cc1NC(=O)c1ccc(Cl)nc1 | 3 | 0 | 1 | 12 | -3 | -1.8 | 5 | 16 | 12
COc1ccc(/C=C/C(=O)NNc2c(F)c(F)cc(F)c2F)cc1OC | -11 | -2 | -3 | 32 | 2 | -0.9 | -15 | 4 | 2
CCc1nc(SCC(=O)NNC(=O)c2ccc(C)cc2)c2ccccc2n1 | 7 | 1 | -1 | 17 | -7 | 0.2 | -13 | -13 | 13
Cc1ccc(O)c(CNc2cccc(C)n2)c1 | -3 | -4 | -1 | 45 | -1 | 1.5 | -12 | 4 | 0
COCCN1C(=O)C(=O)/C(=C(/O)c2cccc(OC)c2)C1c1ccco1 (stereo unspecified) | -23 | 1 | 0 | 8 | 0 | 0.1 | 10 | -24 | -5
NC(=S)N/N=C/c1ccc2cccc(OCc3ccccc3)c2n1 | 37 | -1 | -3 | 22 | 10 | 0.8 | 23 | 35 | 35
CCOC(=O)c1nn(-c2ccc(C)cc2)c(=O)cc1OCC(=O)Nc1cccc(C)c1 | 4 | 8 | 0 | 17 | 0 | 1.3 | 0 | 19 | 4
Cc1cc(CNC(=O)c2cccc3c2C(=O)c2ccc(-c4ccc(F)cc4OCc4ccccc4)cc2S3(=O)=O)c(C(F)(F)F)o1 | -8 | -2 | 17* | 16 | -4 | 2.7 | 8 | 19 | 9
CC12CC(c3ccccc3O1)N(C(=O)c1ccc(Br)o1)C(=O)N2c1ccccc1 (stereo unspecified) | -7 | -3 | 0 | 0 | 2 | 2.7 | 16 | 24 | 0
C/C(=N/NC(=O)c1nnn(-c2nonc2N)c1-c1ccccc1)c1ccncc1 | -32 | -3 | 2 | 7 | -3 | 0.2 | -29 | 24 | -15
COc1ccccc1C(=O)OCC(=O)NCCNC(=O)COC(=O)c1ccccc1OC | 4 | -3 | -2 | 14 | -3 | -0.7 | -13 | 12 | -5

A draw from above in order of heavy-atom count, rising.
SMILES | TIM10 inh | APJ ag | GRIN3A LBD mod | NLRP3 yeast inh | XBP1 UPR activ | UPR CHOP act | tim10-1 inh | Mdm2-MdmX inh | tim23-1 inh
Cc1ccc(O)c(CNc2cccc(C)n2)c1 | -3 | -4 | -1 | 45 | -1 | 1.5 | -12 | 4 | 0
COC(=O)c1sc(NC(=O)c2cnccn2)c(C(=O)OC)c1C | -11 | -3 | -1 | 28 | 41* | 28 | 16 | 19 | 1
NC(=S)N/N=C/c1ccc2cccc(OCc3ccccc3)c2n1 | 37 | -1 | -3 | 22 | 10 | 0.8 | 23 | 35 | 35
COCCN1C(=O)C(=O)/C(=C(/O)c2cccc(OC)c2)C1c1ccco1 (stereo unspecified) | -23 | 1 | 0 | 8 | 0 | 0.1 | 10 | -24 | -5
CCc1nc(SCC(=O)NNC(=O)c2ccc(C)cc2)c2ccccc2n1 | 7 | 1 | -1 | 17 | -7 | 0.2 | -13 | -13 | 13
CC12CC(c3ccccc3O1)N(C(=O)c1ccc(Br)o1)C(=O)N2c1ccccc1 (stereo unspecified) | -7 | -3 | 0 | 0 | 2 | 2.7 | 16 | 24 | 0
CCOC(=O)c1nn(-c2ccc(C)cc2)c(=O)cc1OCC(=O)Nc1cccc(C)c1 | 4 | 8 | 0 | 17 | 0 | 1.3 | 0 | 19 | 4
COc1ccccc1C(=O)OCC(=O)NCCNC(=O)COC(=O)c1ccccc1OC | 4 | -3 | -2 | 14 | -3 | -0.7 | -13 | 12 | -5
Cc1cc(CNC(=O)c2cccc3c2C(=O)c2ccc(-c4ccc(F)cc4OCc4ccccc4)cc2S3(=O)=O)c(C(F)(F)F)o1 | -8 | -2 | 17* | 16 | -4 | 2.7 | 8 | 19 | 9

Other records.
SMILES | TIM10 inh | APJ ag | GRIN3A LBD mod | NLRP3 yeast inh | XBP1 UPR activ | UPR CHOP act | tim10-1 inh | Mdm2-MdmX inh | tim23-1 inh
COc1ccc(S(=O)(=O)n2ccc(C)n2)cc1C | 13 | 0 | 1 | 15 | 4 | 0.6 | 21 | -15 | 20
CC(C)Cn1c(-c2ccc(Br)cc2)c[nH]c1=S | 15 | -2 | 2 | 33 | -2 | 1.4 | 15 | 12 | 16
O=C(CCc1ccccc1)N=C1SC2CS(=O)(=O)CC2N1Cc1ccccc1 (stereo unspecified) | -12 | 5 | -2 | 9 | 2 | 1.7 | 3 | 3 | -6
C/C(=N/NC(=O)c1ccco1)c1cccnc1 | -16 | 3 | 0 | 5 | 2 | 1.0 | 4 | 11 | 1
CCOC(=O)N1CCN(C(=O)c2cc3c(-c4ccc(Cl)cc4)nn(C)c3s2)CC1 | 28 | 8 | -1 | 21 | -6 | 0.6 | 40* | 43 | 40
O=C(Nc1ccc(NC(=O)c2ccco2)nc1)c1cccnc1 | 3 | 4 | -21 | 12 | -4 | -0.4 | -2 | -53 | 15
COc1ccc([C@@H]2CC=C(C(=O)O)[C@H](c3ccc(Cl)cc3)N2S(=O)(=O)c2ccccc2C)cc1 | 18 | -4 | -1 | 11 | -1 | 2.2 | 21 | 10 | 11
O=c1c(-c2ccc(Cl)cc2)coc2c(CN3CCCCC3)c(O)ccc12 | 2 | -2 | 0 | 21 | -3 | 3.8 | 18 | -38 | 15
COc1cccc(N2CC(=O)N(c3cccc(OC)c3)CC2=O)c1 | -1 | -2 | -2 | 9 | 1 | -1.3 | 7 | 13 | 10
O=C1CCCN1c1nccs1 | -3 | -3 | -4 | 4 | 0 | -1.0 | -3 | 0 | -3
CCOc1ccc2nc(NC(=O)c3ccoc3C)sc2c1 | 68* | -1 | 2 | 11 | -12 | -3.2 | 75* | -215 | 80*
O=C(O)CN1C(=O)CC(Cc2ccccc2)C1=O (stereo unspecified) | 3 | -4 | 0 | -4 | 3 | -3.0 | 9 | 3 | 1
O=C1c2ccccc2C(=O)N1Cc1ccc2c(c1)OCO2 | 10 | -4 | -1 | 30 | 3 | 1.0 | 2 | 5 | 11
CC1(C)NC(=O)N(CC(O)COc2ccc(-c3ccccc3)cc2)C1=O (stereo unspecified) | -8 | -1 | 0 | 2 | 1 | 0.3 | 14 | -22 | -4
COc1cccc(-c2ccc3ncnc(NCc4cccc(C)c4)c3c2)c1 | -11 | 0 | -8 | 3 | -3 | -0.2 | 12 | 35 | 29
COc1cc2c(c(OC)c1OC)-c1c(cc(OC)c(OC)c1OC)C[C@](C)(O)[C@@H](C)C2 | 6 | 0 | 0 | -1 | -1 | 0.2 | -7 | 3 | 8
O=C(O)Cn1nnc2ccccc21 | -6 | -1 | 0 | 8 | -2 | -1.7 | 9 | -49 | 13
O=C(CN1CCCC1)OCCCC1CCCCC1 | 8 | 4 | 0 | 5 | 1 | -2.0 | -4 | -14 | -9
COCCOC(=O)C1=C(C)NC(=O)NC1c1ccc(-c2ccc(F)cc2)o1 (stereo unspecified) | 4 | -3 | 0 | 5 | -2 | 1.4 | 13 | 27 | 8
Cc1onc(-c2ccccc2)c1C(=O)N/N=C/c1c(F)cccc1Cl | 4 | -5 | 2 | 12 | -4 | -0.1 | 22 | 8 | 26
CCc1ccccc1N(CC(=O)NC(C)(C)C)C(=O)CCC(=O)Nc1ccccn1 | 6 | -1 | -1 | 9 | -6 | -1.0 | 20 | 11 | 13
COc1cc(/C=C/C(=O)OCC(=O)Nc2c(C)n(C)n(-c3ccccc3)c2=O)ccc1OCC#N | 4 | -3 | 1 | -4 | 1 | 0.3 | 3 | -13 | -4
COc1cc(NC(=O)COC(=O)CNS(=O)(=O)c2ccc(F)c(F)c2F)cc(OC)c1 | 7 | -2 | -2 | -12 | -1 | 0.3 | 0 | 7 | 8
C/C(Cc1ccccc1)=N\NC(=O)CNC(=O)COc1ccccc1 | -3 | 1 | 1 | 25 | -1 | -0.5 | -12 | -3 | 1
O=C(O)c1ccccc1-c1ccccc1C(=O)NCc1cccc(C(F)(F)F)c1 | -5 | -4 | 3 | 4 | 0 | -2.2 | -18 | 15 | -2
CN(C)c1ccc(C(=O)N=c2sccn2C)cc1[N+](=O)[O-] | 3 | -2 | 1 | 37 | 0 | 0.8 | 10 | -46 | -8
COC(=O)c1c(C)[nH]c(C(=O)COC(=O)CCNS(=O)(=O)c2cccc(C(F)(F)F)c2)c1C | 0 | -2 | -7 | 11 | -3 | -3.1 | -17 | 32 | -7
Cc1ccc(C)c(S(=O)(=O)N2CCN(c3ncccn3)CC2)c1 | -7 | -3 | -2 | 43 | -1 | -2.5 | 3 | 1 | 28
COc1cc(C(=O)NC2CC3CCCC(C2)N3CC(=O)Nc2ccccc2)cc(OC)c1OC (stereo unspecified) | 5 | -4 | -1 | -4 | -2 | 1.1 | 1 | 25 | -8
COc1ccc(CC(=O)Oc2ccc(C)cc2C)cc1 | 3 | 1 | 0 | 28 | -1 | 0.2 | 8 | 2 | 3
COc1ccccc1NC(=O)c1sc2nc3n(c(=O)c2c1C)CCC3 | -3 | -4 | -2 | 24 | -4 | 1.3 | -2 | 15 | 0
Cc1nc2ccc(NC(=O)CSc3nnc(C)s3)cc2[nH]1 | 6 | -5 | -2 | 4 | 8 | 0.6 | -9 | 10 | -7
CN(C)CCOC(=O)c1sc2ccccc2c1Cl | 8 | -3 | -3 | 12 | -1 | 0.0 | 2 | 30 | 3
O=C1NCCN(Cc2ccc(Cl)c(F)c2)C1CC(=O)N1CCc2ccccc2C1 (stereo unspecified) | 5 | -4 | 0 | 11 | -3 | 2.0 | 11 | 17 | 7
CC(C)CCNc1nc2ccccc2nc1NS(=O)(=O)c1cccs1 | -3 | 1 | 0 | 1 | -1 | -0.6 | 10 | -18 | 37
CCCS(=O)(=O)c1ccc(COC(=O)c2cccc(NC(=O)C(C)C)c2)cc1 | 16 | -3 | -1 | 12 | -6 | -0.9 | 18 | 3 | 19
